A549 viability = counter-screen for Nrf2 inhibitors: cytotoxicity in A549 cells; A549 ARE-Fluc cells, CellTiter-Fluor viability, 18-24 h; Potency, µM (highest dose often 46 µM), for inactives: top-dose activity change, negative = cytotoxicity, actives largely listed as inhibitors; 0.16% of 390,000 active; AID 504648; also: % is scaled to controls: 0 for no effect and ±100 for the full control effect
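A549 ARE_Fluc cells in 5% FBS OPTI-MEM were exposed to compounds in concentration-response for 18-24 h at 37 deg C. Viability was read by CellTiter-Fluor fluorescence (Ex 405/Em 525) after 30 min, before the luciferase read.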
EPAC2 antag = antagonists of human EPAC2; Q8WZA2; 0.18% of 360,000 active; Potency, µM (titrated, usually from 114 µM), inactives show at the top dose activity, negative = inhibition, actives largely listed as inhibitors; AID 720708; EPAC2 GEF exchange of Rap1B-BODIPY-GDP, fluorescence; also: % is scaled to controls: 0 for no effect and ±100 for the full control effect; nearly all actives have a fitted effect of over 45% in size; many of its hits are not listed in these tables
Target sequence (Q8WZA2 whole entry, looked up): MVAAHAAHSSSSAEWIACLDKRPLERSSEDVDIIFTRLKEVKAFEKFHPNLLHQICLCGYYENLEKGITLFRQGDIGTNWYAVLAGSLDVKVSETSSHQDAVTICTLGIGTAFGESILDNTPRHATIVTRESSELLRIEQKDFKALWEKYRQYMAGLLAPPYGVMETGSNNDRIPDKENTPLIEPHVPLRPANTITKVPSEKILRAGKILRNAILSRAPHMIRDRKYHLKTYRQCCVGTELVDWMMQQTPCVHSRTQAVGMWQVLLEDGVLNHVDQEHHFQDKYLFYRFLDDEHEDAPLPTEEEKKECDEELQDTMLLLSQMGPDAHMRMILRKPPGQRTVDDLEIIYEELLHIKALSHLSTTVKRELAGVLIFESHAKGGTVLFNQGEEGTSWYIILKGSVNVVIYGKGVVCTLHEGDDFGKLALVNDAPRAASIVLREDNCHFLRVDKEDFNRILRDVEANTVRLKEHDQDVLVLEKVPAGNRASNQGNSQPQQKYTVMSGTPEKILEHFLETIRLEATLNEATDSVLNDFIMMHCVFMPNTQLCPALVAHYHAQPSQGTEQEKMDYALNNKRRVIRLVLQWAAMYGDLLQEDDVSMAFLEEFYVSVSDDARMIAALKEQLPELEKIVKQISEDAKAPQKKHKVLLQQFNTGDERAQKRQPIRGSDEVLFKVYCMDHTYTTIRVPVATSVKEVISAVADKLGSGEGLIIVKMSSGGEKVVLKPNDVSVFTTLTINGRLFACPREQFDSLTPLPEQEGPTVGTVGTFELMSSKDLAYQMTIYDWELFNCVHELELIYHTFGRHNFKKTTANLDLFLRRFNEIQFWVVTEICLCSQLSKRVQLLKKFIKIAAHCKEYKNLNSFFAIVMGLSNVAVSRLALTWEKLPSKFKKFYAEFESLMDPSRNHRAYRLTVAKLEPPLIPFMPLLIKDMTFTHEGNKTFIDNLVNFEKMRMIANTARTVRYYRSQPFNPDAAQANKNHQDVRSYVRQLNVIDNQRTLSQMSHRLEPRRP
MCF10A rereplic = inducers of DNA re-replication in MCF 10A breast cells | 2.9% of 350,000 active | MCF 10A DNA re-replication, Hoechst nuclear intensity, 48 h | Potency, µM (doses to about 46.1 µM), without a hit: top-dose activity, positive = re-replication, hits mostly activators; also: % of control where 0% means no effect; nearly all actives have a fitted effect of over 50% in size
TGFb inhibitor = blocks TGF-b signaling. HepG2 CAGA-GFP TGF-b/SMAD3 reporter, GFP fluorescence, 18 h; TGF-beta stimulated, 500 pg/mL final. Potency, µM (titrated, usually from 46.1 µM), without a hit: at the top dose activity, negative = inhibition, usual class: inhibitors. 1.2% of 410,000 active; also: % is scaled to controls: 0 for no effect and ±100 for the full control effect; nearly all actives have a fitted effect of over 65% in size
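Per well, imaged GFP fluorescence of HEPG2 CAGA-GFP cells gives the signal; cells get compound, then TGF-beta (500 pg/mL final), 18 h at 37 degrees C; %Activity versus -TGF-beta and +DMSO controls.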
ATXN2 expr inh = inhibitors of ATXN2 expression; Potency, µM (titrated, usually from 57 µM), inactives show at the highest dose activity change, negative = inhibition, hits mostly inhibitors; HEK-293 ATXN2-luciferase reporter, luminescence, 24 h; 0.72% of 360,000 active; also: % is scaled to controls: 0 for no effect and ±100 for the full control effect; nearly all actives have a fitted effect of over 55% in size
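qHTS (up to 57 uM final) was run with 24 h compound exposure of reporter cells at 37 °C. Each well was multiplexed: SteadyGlo luminescence measured ATXN2-luciferase expression after a fluorogenic Gly-Phe-AFC viability readout (25 uM final).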
S2 tox = viability counter-screen for ATXN expression inhibitors. S2 cells (HEK-293 line with an ATXN2-luciferase reporter) viability, CellTiter-Fluor protease fluorescence, 24 h. Potency, µM (top dose mostly 56.7 µM), actives largely listed as cytotoxic. 0.49% of 400,000 active; also: nearly all actives have a fitted effect of over 40% in size
Nrf2 inh = blocks Nrf2 signaling; A549 ARE-Fluc reporter, luciferase luminescence, 18-24 h; Potency, µM (titrated, usually from 46 µM), inactives show at the top dose activity change, negative = inhibition, actives largely listed as inhibitors; 2.1% of 360,000 active; AID 504444; also: % is scaled to controls: 0 for no effect and ±100 for the full control effect; nearly all actives have a fitted effect of over 60% in size
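Concentration-response testing used A549 ARE_Fluc cells at 5000 cells/well. Following an 18-24 h compound incubation, viability was read by fluorescence (Ex 405/Em 525) and luciferase output by luminescence.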
Nrf2 ARE act = activates Nrf2 signaling; AREc32 ARE-luciferase reporter (MCF7-derived line), luminescence, 24 h; Potency, µM (doses to about 46.1 µM), inactives show at the top dose activation, most hits filed as activators; 0.31% of 410,000 active; also: % of control where 0% means no effect; nearly all actives have a fitted effect of over 65% in size
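For detection, Steady-Glo was added and plates sat 30 min at RT; before that, AREc32_Fluc cells grown overnight in OPTI-MEM/5% FBS had been treated with 23 nL compound for 24 hr at 37 deg C.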
HepG2 viability = kills HepG2 cells in TGF-b inhibitor counter-screen; Potency, µM (titrated, usually from 46.1 µM), without a hit: at the top dose activity change, negative = cytotoxicity, actives largely listed as cytotoxic; HepG2 CAGA-GFP viability, ATP luminescence, 18 h; 0.76% of 410,000 active; also: some results filed as inactive show a strong effect at the top dose
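HepG2 CAGA-GFP cells (1000/well, DMEM with 1% FBS) received compound, then TGF-beta at 500 pg/mL final, and were incubated 18 hours at 37 degrees C. Viability was read by CellTiter-Glo luminescence. Media-only wells were set as complete cell-killing and DMSO as no toxicity.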
The depositor's hits bear a star; i = inactive; ? = inconclusive; nt = not tested or not shown; [ ] = another dose, or the depositor's remark. Calls follow the shape of the dose curve; as a rule, active = well fitted curve in the direction sought with a large enough effect; inconclusive = small, poorly fitted or top-dose-only effect, or another doubt; inactive = no such curve, though single readings can be large; an effect the other way counts as inactive or inconclusive. Potency is read from the fitted curve at half-maximal effect.

The first 2 entries, ahead of the listing:
Value order – A549 viability, EPAC2 antag, MCF10A rereplic, TGFb inhibitor, ATXN2 expr inh, S2 tox, Nrf2 inh, Nrf2 ARE act, HepG2 viability
[1] CCC(=O)N1CCC(C)(C(=O)Nc2nccc3ccccc23)C1 (configuration not stated)
→ nt, 4%, nt, -5%, 12%, i, nt, 0.5%[9.22 µM], -8%
[2] COc1cc(/C=N/NC(=O)c2ccccc2Cl)ccc1Oc1ccc([N+](=O)[O-])cn1
→ -4%, 9%[57.1 µM], ?, -6%, nt, i, ?, 0.9%, -4%

Results, previewed entries included:
Value order – A549 viability, EPAC2 antag, MCF10A rereplic, TGFb inhibitor, ATXN2 expr inh, S2 tox, Nrf2 inh, Nrf2 ARE act, HepG2 viability
[1] CCC(=O)N1CCC(C)(C(=O)Nc2nccc3ccccc23)C1 (configuration not stated)
→ nt, 4%, nt, -5%, 12%, i, nt, 0.5%[9.22 µM], -8%
[2] COc1cc(/C=N/NC(=O)c2ccccc2Cl)ccc1Oc1ccc([N+](=O)[O-])cn1
→ -4%, 9%[57.1 µM], ?, -6%, nt, i, ?, 0.9%, -4%
[3] Cc1cccc(NC(=O)c2ccc3snnc3c2)c1C
→ -12%, nt, nt, 2%, 15%, i, 2%, -1.0%, -8%
[4] C=C1SC(=Nc2c(C)cc(C)cc2C)N(C(=O)c2sc3ccccc3c2Cl)C12CCCCC2
→ 0%, -5%, -4%, -20%, nt, i, -12%, -0.4%, -1%
[5] COc1cccc(-c2nc(SCC(=O)N3CCc4ccccc43)c3c(=O)n(C)c(=O)n(C)c3n2)c1
→ 15%, nt, nt, 4%, -4%, i, nt, -0.3%, -3%
[6] Cc1cccc(C2=NN(c3ccccc3)[C@@H](C(=O)N3CCOC3=O)[C@@H]2c2ccc(F)cc2)c1
→ 3%, -7%, ?, 18µM*, -4%, nt, 4%, 5.7%, -16%
[7] CN(C)CCNC(=O)c1coc(=O)c(Br)c1
→ -10%, 0%, 22%, 0%, -5%, i, 12%, ?, 3%
[8] Cc1ccc(CN2C(=O)CSC(C)C2=O)cc1 (configuration not stated)
→ 4%, -1%, 10%, -1%, -9%, i, 0%, -0.1%, 4%
[9] Cc1ccc(Cl)cc1N1CCN(C(=O)CSc2nnc3n2C(C)(C)Cc2ccccc2-3)CC1
→ ?, -2%, 13µM*, -8%, ?, ?, 6.5µM*, 0.2%, -12%
[10] CCC(=O)Nc1nonc1-c1nc2ccccc2n1CC(C)C
→ 7%, 10%, 2%, 4%, -15%, i, -10%, 0.2%, -7%
[11] Cc1cc(NS(=O)(=O)c2ccc(NC(=O)CCSc3ccc(F)cc3)cc2)nc(C)n1
→ 5%, 6%, 1%, 14%, nt, i, ?, -0.3%, 3%
[12] COc1ccccc1NC(=O)Cc1c(C(=O)O)[nH]c2ccc(Cl)cc12
→ 7%, nt, nt, ?, nt, nt, nt, 0.3%, -67%
[13] N#Cc1c(C(F)(F)F)cc(-c2ccccc2Cl)[nH]c1=O
→ -12%, 0%, 15µM*, -25%, 5%, i, ?, 0.1%, -29%
[14] COc1ccc(CNC(=O)C23CC4CC(CC(Br)(C4)C2)C3)cc1
→ 1%, -5%, -32%[inhibitor], 0%, 19%, i, 5%, -0.4%, 3%
[15] Cc1ccc(CS(=O)Cc2ccc(C(=O)NC3CCC(C)CC3)o2)cc1 (configuration not stated)
→ -24%, -15%, 1%, -4%, 5%, i, -11%, -0.3%, -6%

4 structures already listed, ordered by count of non-hydrogen atoms, highest first.
Value order – A549 viability, EPAC2 antag, MCF10A rereplic, TGFb inhibitor, ATXN2 expr inh, S2 tox, Nrf2 inh, Nrf2 ARE act, HepG2 viability
[2] COc1cc(/C=N/NC(=O)c2ccccc2Cl)ccc1Oc1ccc([N+](=O)[O-])cn1
→ -4%, 9%[57.1 µM], ?, -6%, nt, i, ?, 0.9%, -4%
[13] N#Cc1c(C(F)(F)F)cc(-c2ccccc2Cl)[nH]c1=O
→ -12%, 0%, 15µM*, -25%, 5%, i, ?, 0.1%, -29%
[8] Cc1ccc(CN2C(=O)CSC(C)C2=O)cc1 (configuration not stated)
→ 4%, -1%, 10%, -1%, -9%, i, 0%, -0.1%, 4%
[7] CN(C)CCNC(=O)c1coc(=O)c(Br)c1
→ -10%, 0%, 22%, 0%, -5%, i, 12%, ?, 3%

The listing continues.
Value order – A549 viability, EPAC2 antag, MCF10A rereplic, TGFb inhibitor, ATXN2 expr inh, S2 tox, Nrf2 inh, Nrf2 ARE act, HepG2 viability
[16] COc1cc(OC)cc(C(=O)N[C@H](C(=O)OCC(=O)Nc2cccnc2Cl)C(C)C)c1
→ -7%, 3%, 11%, -13%, nt, i, -17%, 0.5%, -13%
[17] O=C1CC(c2ccccc2Cl)=NN(c2ncnc3ccccc23)C1=O
→ 0%, -2%, -2%, 4%, 24%, nt, 18%, 7.2%, 9%
[18] Cn1nnnc1SCC(=O)Nc1cccc(S(=O)(=O)N2CCCCC2)c1
→ 13%, -6%, -1%, ?, 4%, ?, -26%, 0.2%, 3%
[19] Cc1ccc(NC(=O)c2ccn(C(=O)Nc3ccccc3)n2)c(C)c1
→ 2%, 3%, -6%, 4%, 30%, i, ?, 7.2%, 3%
[20] CCOc1ccc2nc(SCC(=O)N3c4ccccc4Sc4ccccc43)c(C#N)cc2c1
→ 9%, 7%, ?, 0%, -13%, i, 5%, -0.5%[9.22 µM], 5%
[21] O=c1[nH]c(-c2ccccc2)c(-c2ccccc2)o1
→ 2%, -7%, 9%, ?, -12%, i, -12%, 0.4%, -3%
[22] CC1Cc2ccccc2N1CC(=O)Nc1ccc(S(N)(=O)=O)cc1 (configuration not stated)
→ 1%, 7%, 19%, -11%, 0%, i, 2%, 0.2%, -2%
[23] O=C(O)CC1C(=O)OCN1C(=O)OCc1ccccc1 (configuration not stated)
→ 0%, -6%, -16%, ?, 1%, i, -9%, -0.6%, -33%
[24] Cc1ccc(S(=O)(=O)Nc2ccc3c(c2)C(=O)N([C@H](C)CO)C[C@@H](C)[C@@H](CN(C)C(=O)Nc2cccc4ccccc24)O3)cc1
→ -6%, 3%, 6%, 11µM*, ?, ?, -8%, 8.3%, -28%
[25] Cc1n[nH]c(C)c1S(=O)(=O)N1CCCC(C(=O)O)C1 (configuration not stated)
→ -1%, 0%, 1%, -2%, nt, i, -5%, -0.7%, 4%
[26] Cc1ccc2c(CNCCc3ccco3)c(C(=O)O)n(Cc3ccc(F)cc3)c2c1
→ -20%, nt, nt, ?, -14%, ?, ?, 7.7%, -18%
[27] CCOc1cc(CN2CCCC(N3CCc4ccccc4C3)C2)ccc1O (configuration not stated)
→ -10%, 13%, 0%, -8%, -9%, i, -22%, 0.5%, -23%
[28] CCOc1cc(C#N)ccc1OCC(=O)N1CCc2ccccc2C1
→ 2%, -7%, ?, -14%, 16%, i, 6%, 0.0%, -24%
[29] COc1ccc(CCNC(=O)Cn2c(=O)n(-c3cc(OC)c(OC)c(OC)c3)c(=O)c3ccccc32)cc1OC
→ -11%, nt, nt, 0%, -5%, i, 1%[9.27 µM], -0.3%, 8%
[30] Nc1nnnn1/N=C/c1ccccc1OCc1ccc(Cl)cc1Cl
→ -5%, 4%, 1%, 2%, -3%, i, -25%, 3.6%, -5%

An excerpt from above in order of the TGFb inhibitor value, rising.
entry	molecule	EPAC2 antag	TGFb inhibitor	Nrf2 ARE act
28	CCOc1cc(C#N)ccc1OCC(=O)N1CCc2ccccc2C1	-7%	-14%	0.0%
16	COc1cc(OC)cc(C(=O)N[C@H](C(=O)OCC(=O)Nc2cccnc2Cl)C(C)C)c1	3%	-13%	0.5%
22	CC1Cc2ccccc2N1CC(=O)Nc1ccc(S(N)(=O)=O)cc1 (configuration not stated)	7%	-11%	0.2%
25	Cc1n[nH]c(C)c1S(=O)(=O)N1CCCC(C(=O)O)C1 (configuration not stated)	0%	-2%	-0.7%
29	COc1ccc(CCNC(=O)Cn2c(=O)n(-c3cc(OC)c(OC)c(OC)c3)c(=O)c3ccccc32)cc1OC	nt	0%	-0.3%
17	O=C1CC(c2ccccc2Cl)=NN(c2ncnc3ccccc23)C1=O	-2%	4%	7.2%

Screens deposited in PubChem BioAssay by National Center for Advancing Translational Sciences (NCATS).

Not all compounds are listed; the hit share may differ from the screen's.
